CHRM4 agonist: agonists of human muscarinic M4 receptor (CHRM4). CHO-K1 hM4/Gqi5, Fluo-8 calcium fluorescence; vehicle 0%, full acetylcholine response 100%. activation, % at 3 µM. hit rate 0.14% among 360,000. AID 624127;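 active = activation above the run mean over all test wells plus 3 SD, cut at about 32% in these data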;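 note: peak over basal fluorescence ratio per well then scaled between controls; 0% = DMSO wells and 100% = acetylcholine at EC100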
Target sequence (P08173 whole entry, looked up): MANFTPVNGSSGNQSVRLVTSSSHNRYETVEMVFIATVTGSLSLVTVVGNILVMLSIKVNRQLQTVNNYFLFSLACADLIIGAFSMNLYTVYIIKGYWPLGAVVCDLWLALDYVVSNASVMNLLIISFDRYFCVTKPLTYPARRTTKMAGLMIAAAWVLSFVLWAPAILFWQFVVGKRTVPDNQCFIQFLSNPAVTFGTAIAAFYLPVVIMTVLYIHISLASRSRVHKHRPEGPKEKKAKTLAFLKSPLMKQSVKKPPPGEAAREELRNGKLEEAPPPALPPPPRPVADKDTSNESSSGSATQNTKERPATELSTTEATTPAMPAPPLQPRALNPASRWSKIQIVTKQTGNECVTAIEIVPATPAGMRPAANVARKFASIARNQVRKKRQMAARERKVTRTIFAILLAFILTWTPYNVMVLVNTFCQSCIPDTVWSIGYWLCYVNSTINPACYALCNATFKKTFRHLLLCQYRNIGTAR
CHRM4 antagonist: blocks acetylcholine activation of human M4 receptor. CHO-hM4 cells, ACh EC80, Fluo-8 calcium fluorescence. inhibition, % at 3 µM. hit rate 0.73% among 360,000. AID 624125;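 active = inhibition above its plate's cutoff, the mean inhibition of sample wells plus 3 SD, cut at about 27% in these data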;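 note: 0% = acetylcholine EC80 with DMSO and 100% = DMSO without agonist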
M5 ag: agonists of human muscarinic M5 receptor (CHRM5); P08912; CHO-K1 hM5 cells, Fluo-8 calcium fluorescence; 0% DMSO wells, 100% maximal acetylcholine response; activation, % at 3 µM; hit rate 0.19% among 360,000;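 active = activation above the run's mean over test compounds plus 3 SD, cut at about 23% in these data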;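 note: signal is peak over basal fluorescence ratio across the kinetic read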
CHRM1 PAM: human CHRM1 positive allosteric modulation; CHO-K1 hM1, Fluo-8 calcium fluorescence, ACh EC20; 0% = ACh EC20, 100% = maximal ACh; activation, % at 3 µM; hit rate 0.088% among 360,000; AID 588819; in the data active = activation above about 19%, passing the limit was not always enough
Target sequence (P11229 whole entry, looked up): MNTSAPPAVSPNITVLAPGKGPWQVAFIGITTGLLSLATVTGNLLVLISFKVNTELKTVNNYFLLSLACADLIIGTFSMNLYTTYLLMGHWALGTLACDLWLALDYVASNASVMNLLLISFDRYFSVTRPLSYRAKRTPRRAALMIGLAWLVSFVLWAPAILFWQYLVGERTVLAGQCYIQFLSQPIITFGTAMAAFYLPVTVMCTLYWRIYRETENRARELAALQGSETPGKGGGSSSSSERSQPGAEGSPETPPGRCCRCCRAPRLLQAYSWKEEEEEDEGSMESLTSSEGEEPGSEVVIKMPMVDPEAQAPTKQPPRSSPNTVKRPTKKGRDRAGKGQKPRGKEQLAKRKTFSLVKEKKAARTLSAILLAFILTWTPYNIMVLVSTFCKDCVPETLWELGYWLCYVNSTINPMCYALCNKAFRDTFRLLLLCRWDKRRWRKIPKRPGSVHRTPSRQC
M4 PAM: CHRM4 positive allosteric modulation; AID 624126; CHO-K1 hM4/Gqi5, Fluo-8 calcium fluorescence, ACh EC20; 0% = ACh EC20, 100% = maximal ACh; hit rate 0.4% among 360,000; activation, % at 3 µM;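 active = activation above its plate's cutoff, the mean activation of sample wells plus 3 SD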; note: some results filed as inactive read as strong as hits
M5 PAM: potentiates acetylcholine response at human M5 receptor; hit rate 0.3% among 360,000; activation, % at 3 µM; CHO-K1 hM5, Fluo-8 calcium, ACh EC20 PAM; 0% = ACh EC20, 100% = ACh EC100;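 active = activation above the run cutoff, the mean activation of all test compounds plus 3 SD, cut at about 18% in these data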
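system = human M5 receptor in CHO-K1 cells | compound = one concentration, 3 µM final (nominal) | schedule = Post-acetylcholine fluorescence recording 140 s | signal = Fluo-8 calcium dye fluorescence, kinetic read | benchmarks = low control EC20 acetylcholine (0%), high control EC100 acetylcholine (100%) | repeats = singlicate, one well per test compound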
CHRM1 antagonist: antagonists of human M1 muscarinic receptor; P11229; CHO-K1 hM1, Fluo-8 calcium fluorescence, ACh EC80 antagonist; inhibition, % at 3 µM; hit rate 1.3% among 360,000; AID 588852;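 active = percent inhibition above its own plate's cutoff, namely the mean of that plate's compound wells plus 3 SD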;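 note: peak over basal fluorescence ratio during 140 s after agonist addition; 0% = ACh EC80 plus DMSO and 100% = DMSO alone without agonist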
M5 antag: antagonists of human muscarinic M5 receptor (CHRM5); inhibition, % at 3 µM; P08912; AID 624040; hit rate 0.59% among 360,000; CHO-hM5 cells, Fluo-8 calcium fluorescence, ACh EC80;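 active = inhibition above a per-plate cutoff, the mean of that plate's test compounds plus 3 SD, cut at about 27% in these data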;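 note: 0% = acetylcholine EC80 with DMSO and 100% = DMSO without agonist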
CRFR2-BP ag: agonists of human CRF-binding protein/CRF-R2 receptor complex. HEK293 CRF-R2/CRF-BP, calcium dye fluorescence (FLIPR); percent of saturating CRF peptide response. activation, % at 13.2 µM. hit rate 0.46% among 350,000;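 active = activation of at least 50%, plus an integration ratio under a set limit after plate pattern correction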;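 note: plate controls were neutral control wells without compound for no effect and CRF at EC100 for full effect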
The depositor's hits bear a star; nt = no result given.

1	Cc1cc(=O)n2nc(N3CCCC(C(=O)Nc4cccc(C)c4C)C3)sc2n1 (stereo not given)
2	COC1CCN(C(=O)c2ccc(OC3CCN(Cc4ccccn4)CC3)cc2)CC1
3	O=C1c2ccccc2CCCC12N=NCC2c1cccc2ccccc12 (stereo not given)
4	O=C(O)c1ccc(Sc2nnc(-c3cccc(Br)c3)o2)c([N+](=O)[O-])c1
5	COc1ccc(-c2n[nH]c(=S)n2C2CCCCC2)cc1
6	Cc1ccccc1NC1=C(Cl)C(=O)OC1OC(=O)c1ccccc1C (stereo not given)
7	CCCNC(=O)NC(=O)CSc1cccc(C(F)(F)F)c1
8	Cc1ccc(-c2cc(C(=O)NCCc3ccccn3)c3ccccc3n2)c(C)c1

Compound,1,2,3,4,5,6,7,8
CHRM4 agonist,1,1,0,0,0,6,1,6
CHRM4 antagonist,2,25,-1,4,11,3,2,2
M5 ag,0,-5,-10,-1,-7,0,-8,3
CHRM1 PAM,-5,4,4,6,1,1,11,-9
M4 PAM,1,-7,-4,3,1,-13,1,-5
M5 PAM,-1,10,-14,1,1,-12,4,-9
CHRM1 antagonist,12,-5,1,5,13,-3,-5,17
M5 antag,4,-4,6,9,0,15,-3,4
CRFR2-BP ag,nt,0.3,-0.4,-2.0,0.6,0.9,0.1,-0.4

9	CC1(C)CC(=O)C(C=NCCc2ccccn2)=C(O)C1
10	COCCCNC(=O)c1cc2cc3cc(OC)ccc3nc2o1
11	CCc1[nH]nc2c1C(c1cccnc1)C(C#N)=C(N)O2 (stereo not given)
12	CCCC(=O)NCCc1ccc(F)cc1
13	C[C@@]12CC[C@@H](C3=C(CCC3)C1)N2c1ccccc1
14	Cc1ccc(-c2csc3nc[nH]c(=O)c23)cc1C
15	CCC(=O)C1CCCN(C(=O)c2ccc3nc(-c4cccc(OC)c4)oc3c2)C1 (stereo not given)
16	CC1CCN(c2c(NCc3ccc(C(=O)NCc4ccccc4)cc3)c(=O)c2=O)CC1

Compound,9,10,11,12,13,14,15,16
CHRM4 agonist,1,1,1,0,0,2,8,0
CHRM4 antagonist,5,-5,-1,-9,-6,-3,-3,1
M5 ag,0,1,-1,-2,0,-1,0,-7
CHRM1 PAM,1,3,7,1,nt,9,-4,4
M4 PAM,5,0,8,-6,12,4,-10,2
M5 PAM,-5,-2,8,-6,6,-3,-5,12
CHRM1 antagonist,3,-7,-10,5,nt,-18,7,-20
M5 antag,4,-5,-8,6,-9,4,-4,-7
CRFR2-BP ag,-0.4,-1.2,-2.9,-2.0,nt,0.6,-1.2,1.4

17	COc1ccccc1N1CCN(Cc2ccc(C(=O)O)cc2)CC1
18	Cc1cccc2cc3c(NC(=O)C(C)(C)C)nn(CC(C)C)c3nc12
19	O=C(c1cc(COc2ccc(F)c(F)c2)on1)N1CCN(C/C=C/c2ccccc2)CC1
20	O=C(NCCc1ccc(Cl)cc1Cl)C1=CC=CN2CCS(=O)(=O)N=C12
21	Cc1ccc(-n2cc(CNCC3CC(=O)N(C4CC4)C3)c(-c3cccc(C)c3)n2)cc1 (stereo not given)
22	C=CCc1c(C)nc2c(OC)cccc2c1Cl
23	COc1cccc(/C=C/C(=O)OCC(=O)c2ccc(Br)cc2)c1
24	O=C(NNC(=O)C1CCCC1)c1cc([N+](=O)[O-])cc([N+](=O)[O-])c1

Compound,17,18,19,20,21,22,23,24
CHRM4 agonist,0,0,10,2,3,-1,1,2
CHRM4 antagonist,-11,-8,-3,11,6,-19,-6,1
M5 ag,-4,-7,-2,-4,1,2,1,4
CHRM1 PAM,13,-8,-11,4,13,6,3,11
M4 PAM,0,-9,-15,-4,-8,9,-2,11
M5 PAM,-1,-3,-9,-14,3,10,-4,0
CHRM1 antagonist,-19,13,12,-9,-19,-6,-5,0
M5 antag,7,3,11,5,-2,4,5,7
CRFR2-BP ag,1.7,-0.8,5.1,1.0,-1.2,-1.9,0.1,-0.2

25	CC(C)N1CCN(c2ccncc2S(=O)(=O)N2CCCCC2)CC1
26	Cc1cc(C)c(S(=O)(=O)c2ccc(C(C)(C)C)cc2)c(Cl)n1
27	CC1CCCCN1CCCNC(=O)c1c(O)nc2ccccn2c1=O (stereo not given)
28	COC(=O)c1cc2c(ccn2-c2ccc(F)cc2)n1C(C)C
29	CCC1Oc2ccc(C)cc2N(CC(=O)NCc2ccccc2OC)C1=O (stereo not given)
30	CCOc1ccccc1NC(=O)C1CCCN(S(C)(=O)=O)C1 (stereo not given)
31	O=C(Nc1ccc2ccccc2c1)N1CCN(c2ncccc2C(F)(F)F)CC1
32	O=C(NCc1cccnc1)/C(=C/c1ccco1)NC(=O)c1ccccc1

Compound,25,26,27,28,29,30,31,32
CHRM4 agonist,0,3,0,-2,0,1,1,-1
CHRM4 antagonist,24,7,-6,-13,4,1,-11,-6
M5 ag,-3,-2,-5,-2,-1,2,-11,-8
CHRM1 PAM,-29,-8,1,16,7,18,4,10
M4 PAM,-11,-15,-2,9,11,-2,6,7
M5 PAM,-20,-11,-3,34*,4,5,5,13
CHRM1 antagonist,98*,12,2,-19,-8,-19,-7,-10
M5 antag,65*,20,20,-1,-4,3,-10,-1
CRFR2-BP ag,-0.5,0.1,2.8,-0.5,-1.1,-1.0,-1.0,3.6

Looked up above:
COC1CCN(C(=O)c2ccc(OC3CCN(Cc4ccccn4)CC3)cc2)CC1 – CHRM1 PAM: 4
O=C(NCCc1ccc(Cl)cc1Cl)C1=CC=CN2CCS(=O)(=O)N=C12 – CHRM4 agonist: 2
COc1ccc(-c2n[nH]c(=S)n2C2CCCCC2)cc1 – M5 ag: -7
CCc1[nH]nc2c1C(c1cccnc1)C(C#N)=C(N)O2 (stereo not given) – M5 antag: -8

Next section:
33	Cc1noc(C)c1C(=O)Nc1ccccc1-c1ccccc1
34	Cn1c(=O)c2cc3ccc(Cl)cc3nc2n(C)c1=O
35	CCCN(C(=O)CSc1nnc(-c2ccncc2)n1CCC)c1c(N)n(Cc2ccccc2)c(=O)[nH]c1=O
36	COc1cc(OC)cc(C(=O)N[C@H](C(=O)OCC(=O)c2ccc(F)cc2)C(C)C)c1
37	Cc1ccccc1C(=O)Nc1ccnn1C1CCN(Cc2ccccn2)CC1
38	COc1ccc(S(=O)(=O)N(CCc2ccccc2)CC(=O)N2CCOCC2)cc1
39	CC(=O)Nc1nc(CC(C)C)cc(-c2ccco2)c1C#N
40	CC1=[N+](C)N(c2ccccc2)C(=O)C1N=Cc1ccccc1Cl (stereo not given)

Compound,33,34,35,36,37,38,39,40
CHRM4 agonist,0,1,1,3,1,2,0,1
CHRM4 antagonist,20,-4,-17,2,0,4,12,9
M5 ag,1,3,1,-6,-3,5,1,-2
CHRM1 PAM,-4,8,5,3,8,6,-7,-4
M4 PAM,0,4,11,-4,2,4,-13,-4
M5 PAM,-9,8,-1,0,-4,9,-3,-6
CHRM1 antagonist,-4,-10,-12,-2,-6,-1,6,7
M5 antag,2,-16,5,14,14,-6,-4,2
CRFR2-BP ag,-0.7,-0.8,1.0,1.3,1.9,-0.8,1.5,3.7

41	COc1ccc(N/N=C(/Oc2ccc([N+](=O)[O-])cc2)C(C)=O)cc1
42	COc1cc(C2NC(=O)NC(C)=C2C(=O)OCC2CCCO2)ccc1O (stereo not given)
43	Cc1occc1C(=O)N/N=C/C(Br)=C\c1ccccc1
44	CCCC[C@@H](CNC)NC[C@H](Cc1ccc(O)cc1)NCCc1ccc(OCC)cc1
45	COc1cccc(C(=O)N2c3ccccc3Sc3ccccc32)c1
46	CN(C(=O)COc1ccc(C(C)(C)C)cc1)C1CCS(=O)(=O)C1 (stereo not given)
47	CC(C)(C)C1CCc2c(C(=O)N/N=C/c3cccs3)csc2C1 (stereo not given)
48	CCOC(=O)N1CCN(c2ccc([N+](=O)[O-])cc2)CC1

Compound,41,42,43,44,45,46,47,48
CHRM4 agonist,1,0,15,3,-2,1,0,3
CHRM4 antagonist,-4,7,-2,9,-14,-6,-2,-5
M5 ag,-3,2,6,-9,-7,2,0,-1
CHRM1 PAM,7,5,-2,1,1,5,5,-6
M4 PAM,2,-5,-12,-4,-2,0,6,1
M5 PAM,-3,-3,-15,-1,-10,2,-2,-13
CHRM1 antagonist,-11,-10,3,-2,-5,-9,-10,17
M5 antag,-7,0,-1,15,-2,8,5,21
CRFR2-BP ag,0.3,5.6,-0.2,9.8,0.9,-0.6,5.0,1.6

49	CC(C)Nc1c([N+](=O)[O-])c(=O)oc2ccccc12
50	CCOC(=O)c1c(C)n(C)c2ccc(OC)c(NC(=O)CCN3CCSCC3)c12
51	COc1cc(NC(=O)c2cccc3c(-c4cccnc4)coc23)cc(OC)c1OC
52	CCN(c1ccccc1)S(=O)(=O)c1ccc(Cl)c(C(=O)NC2CCN(Cc3ccccc3)CC2)c1
53	O=C(c1cccc(N2C(=O)C3CC=CCC3C2=O)c1)N1CCN(c2ccccc2)CC1 (stereo not given)
54	Cc1ccc(-n2nc(C)c3c2OC(N)=C(C#N)C3c2ccco2)cc1 (stereo not given)
55	O=C(c1cccc(Cl)c1)C1CCCN(Cc2ccc(N3CCNC3=O)cc2)C1 (stereo not given)
56	CCCC(=O)Nc1cccc(NC(=O)CN2CCN(c3ccccc3OC)CC2)c1

Compound,49,50,51,52,53,54,55,56
CHRM4 agonist,1,1,22,8,6,1,1,4
CHRM4 antagonist,-14,4,7,6,-4,5,29*,-3
M5 ag,-1,0,8,-6,3,4,-16,0
CHRM1 PAM,8,7,-14,-6,5,8,-21,12
M4 PAM,8,1,-9,-4,-1,-4,-24,3
M5 PAM,9,1,-17,-5,0,4,-16,-6
CHRM1 antagonist,-4,0,20,5,-10,-10,46*,-4
M5 antag,-3,-2,9,9,-5,-3,8,1
CRFR2-BP ag,-2.5,1.9,nt,1.2,0.1,0.2,0.7,-0.8

The final 4 compounds of the section before come first, to join the parts.
53	O=C(c1cccc(N2C(=O)C3CC=CCC3C2=O)c1)N1CCN(c2ccccc2)CC1 (stereo not given)
54	Cc1ccc(-n2nc(C)c3c2OC(N)=C(C#N)C3c2ccco2)cc1 (stereo not given)
55	O=C(c1cccc(Cl)c1)C1CCCN(Cc2ccc(N3CCNC3=O)cc2)C1 (stereo not given)
56	CCCC(=O)Nc1cccc(NC(=O)CN2CCN(c3ccccc3OC)CC2)c1
57	CCNc1nc(NCC)n2c(SCC(=O)Nc3ccc(OC(F)F)cc3)nnc2n1
58	O=C1Nc2cc(C(=O)NCC3CCCO3)ccc2S/C1=C/c1ccccc1F (stereo not given)
59	C=CCOc1ccc(C(=O)Nc2ccc(OCC)cc2)cc1
60	C(=N\Nc1nc2ccccc2[nH]1)/c1ccc2c(c1)OCCO2

Compound,53,54,55,56,57,58,59,60
CHRM4 agonist,6,1,1,4,1,16,2,26
CHRM4 antagonist,-4,5,29*,-3,-7,-11,0,7
M5 ag,3,4,-16,0,0,5,-3,0
CHRM1 PAM,5,8,-21,12,2,16,4,-1
M4 PAM,-1,-4,-24,3,8,-1,6,-7
M5 PAM,0,4,-16,-6,-6,5,-5,-6
CHRM1 antagonist,-10,-10,46*,-4,13,-4,-10,13
M5 antag,-5,-3,8,1,4,-11,17,8
CRFR2-BP ag,0.1,0.2,0.7,-0.8,-1.0,-1.4,-1.1,-3.1

Compound activity: PubChem BioAssay, several laboratories
